Screens from PubChem BioAssay.
INS promoter inh: TRM-6 insulin promoter activity inhibition; TRM-6 cells (human fetal islet line), insulin promoter-eGFP reporter, imaging; reporter expression induced with tamoxifen; inhibition, % at 2 µM; 130,000 compounds, 0.9% hits; AID 1273;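 active means inhibition above the mean plus 3 SD, with well images judged a real hit on visual review, cut at about 60% in these data, passing the limit was not always enough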
sdo1 growth: sdo1-depleted yeast growth rescue. S. cerevisiae sdo1-depleted JHY4D growth rescue, OD600 30 h; stronger effect = higher value; pdr5 snq2 efflux-pump mutant strain. z-score at 10 µM. 140,000 compounds, 0.21% hits. AID 817;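 active means z-score above 3 at both the 24 hr and the 30 hr optical density reads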;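 further: z-score against mean and SD of all compound wells on the same plate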
sdo1 growth Rescue 24 h: second read-out of sdo1 growth, no call of its own (marks repeat the call); z-score; S. cerevisiae sdo1-depleted JHY4D growth rescue, OD600; measured here: growth rescue at 24 h;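 0 is the plate mean of compound wells and units are plate SD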
Active calls of the source: *; . = no result given. The list is partial; rates above refer to the full screens.

INS promoter inh	sdo1 growth Rescue 24 h	Molecule	sdo1 growth
-290	-0.82	COc1cccc(C(=O)N(Cc2nc(-c3cccc(C)c3)no2)C(C)C)c1OC	-1.2
27	0.17	O=C(Cn1c(NCCO)nc2ccccc21)c1ccc(Cl)cc1	0.3
.	-1.7	Cc1nc(NC(=O)c2csc3ccccc23)sc1C	-2.2
-23	-0.1	COc1ccc(-c2nnc(SCc3csc(N)n3)n2C)cc1	0.34
-30	0.1	COc1ccc(NC(=O)CCN2CCN(S(=O)(=O)c3ccc(C(C)C)cc3)CC2)cc1	-0.54
33	.	CNS(=O)(=O)c1cc(N)ccc1C	.
.	1.3	O=C(NCCC1=CCCCC1)C(=O)NCc1ccccc1Cl	0.34
-7	.	CC(C)(C)C(=O)NC1=NN(c2c(Cl)cc(Cl)cc2Cl)C(=O)C1	.
14	-1.5	Clc1cccc(N/N=C(\Cc2nc3ccccc3[nH]2)c2ccccc2)c1	-1.9
-4	-0.67	O=C(COc1ccc2ccccc2c1)NCC(=O)N/N=C/c1ccco1	-0.37
-70	-1.2	CCCCCCCNC(=O)C1CC(=O)N(C)C(=Nc2ccc(OC)cc2)S1 (stereo not drawn)	-1.6
.	1.1	CCCCN(C)CCNC(=O)c1ccc2c(c1)NC(=O)C(N1CCCCC1)S2 (stereo not drawn)	1.2
4	-1.1	COc1ccc(CCNC(=O)CN2C(=O)C3(OCCCO3)c3ccccc32)cc1OC	-0.94
-71	.	COc1cc2c(cc1OC)CN(Cc1cc(OC)c(O)c(OC)c1)CC2	.
.	-0.47	Cc1ccc(CNC(=O)c2cc3c(C)nc4ccccc4c3o2)cc1	-0.71
-73	0.52	COc1cccc(C2CC(C(F)(F)F)n3ncc(C(=O)Nc4c(C)n(C)n(-c5ccccc5)c4=O)c3N2)c1 (stereo not drawn)	0.86
-3	0.12	COC(=O)c1cccc(NC(=O)CCSc2ccc(Cl)cc2)c1C	-0.73
-19	-0.3	COCc1nnc(NC(=O)c2cc(C(=O)OC)cc([N+](=O)[O-])c2)s1	0.36
-100	0.99	CC1=C(C(=O)Nc2ccccc2C)C(c2cccnc2)n2nc(CCCO)nc2N1 (stereo not drawn)	1.4
52	-0.44	C/C(CC(=O)Nc1cccc(F)c1)=N\NC(=O)C(=O)NC1CCCCC1	-0.57
-3	-0.57	Cc1nc2scc(-c3ccc(Cl)cc3)c2c(=O)o1	-0.53
9	1.2	CCN(Cc1nc2ccccc2c(=O)[nH]1)Cc1cc(=O)oc2cc(OC)ccc12	1
6	1	COc1cc(N(C)C)c([N+](=O)[O-])cc1C(=O)NC(C)CNc1ccc([N+](=O)[O-])cc1Cl (stereo not drawn)	0.34
-25	1.5	CNC(=O)c1ccccc1NC(=O)c1ccc(C)c(S(=O)(=O)N2CCCCC2)c1	0.29
50	-0.81	CC1CC(NC(=O)Cc2ccc(Br)cc2)CC(C)(C)C1 (stereo not drawn)	-1.3
2	-0.24	CS(=O)(=O)N1CCN(C(=S)NCc2ccc(F)cc2)CC1	0.25
48	-2.1	O=C(c1ccc(COc2ccc(Cl)cc2)o1)N1CCN(Cc2ccc3c(c2)OCO3)CC1	-2.6
23	-1.2	CC1(C)CC2(CCCN3C(=O)CSC32)CCS1 (stereo not drawn)	0.37
-12	-1.3	O=C(CSc1nc2ccccc2o1)c1ccccc1	-1.1
19	0.9	Cc1nnc(-n2ncc(C#N)c2N)c2nn(-c3cccc(Cl)c3)c(C)c12	1.4
-42	3.1	Cc1cccc(Nc2nc(N)c(C#N)c(CC#N)c2C#N)c1	2.6
27	0.78	c1coc(-c2nnc(-c3ccc4c(c3)OCO4)o2)c1	1.3
-9	1.7	CCN1CCN(S(=O)(=O)c2ccc(Cl)c(C(=O)Nc3nnc(CC(C)C)s3)c2)CC1	0.8
2	.	Cc1c(C)n2c3c(cccc13)CC2	.
-13	1.5	COc1ccc(OCCn2cc(/C=C(\C#N)C(=O)NCc3ccco3)c3ccccc32)cc1	-0.32
60	0.92	COC(=O)c1ccccc1NC(=O)C1CCN(S(=O)(=O)c2cc(OC)ccc2OC)CC1	0.25
.	1.6	O=C(NCCO)NC(=S)c1ccccc1	1.1
48	.	COC(=O)CN1C(=S)N(c2ccc(OC)cc2)C(=O)/C1=C/c1ccc(OC)cc1	.
32	-0.33	COc1ccc(-c2nnc(SCC(=O)c3cccs3)o2)cc1	0.06
-22	0.62	CN1CCN(C(N)=NC(=O)c2ccccc2)CC1	0.71
-225	-0.47	O=S(=O)(Nc1cccnc1)c1ccc2c(c1)OCCO2	-0.05
50	0.75	Cc1ccc(CSc2sc(C(=O)c3ccccc3)c(N)c2C#N)cc1	-0.37
53	0.94	CCOC(=O)c1[nH]c(=O)[nH]c1CSc1ccccn1	0.58
.	-0.13	CCc1cccc(NC(=O)Cn2ncn3c(cc4ccccc43)c2=O)c1	-0.75
-36	0.45	COc1ccc(OC)c(Nc2ncnc3ccccc23)c1	0.76
12	0.88	CCOC(=O)C1C(=O)OC(C)(C)C1C(C)C(=O)c1ccccc1 (stereo not drawn)	0.78
-17	-1.3	CC(C)(C)NC(=O)Cn1c(SCC(N)=O)nc2ccccc21	-0.98
-5	0.31	OCCN1CCN(c2cc(-c3ccccc3)c3ccccc3n2)CC1	0.15
.	0.01	Cc1nc2ccccc2c(=O)n1CCCO	1.3
.	0.61	Cc1cc(C)cc(NC(=O)C2CCCN(S(=O)(=O)c3cnc[nH]3)C2)c1 (stereo not drawn)	1.1
.	-0.74	CCOC(=O)N1CCC(NC(=O)CS(=O)(=O)Cc2nc(-c3ccccc3C)oc2C)CC1	0.32
-42	-0.88	COc1ccc2nc(NC(=O)C3CCN(S(=O)(=O)c4cccs4)CC3)sc2c1	-1.9
42	.	Cc1ccc(S(=O)(=O)Nc2ccc(NC(=O)c3c(F)c(F)c(F)c(F)c3F)cc2)cc1	.
.	-0.11	O=C(NCc1cccnc1)C1CCN(S(=O)(=O)N2CCOCC2)CC1	0.42
.	-0.42	CCOC(=O)C1C(=O)Oc2ccc3ccccc3c2C1C1CCOC1=O (stereo not drawn)	-0.49
-51	-0.65	OCCNc1nc2ccccc2[nH]1	0
-13	-0.73	CCC1CCCCN1C(=O)CSc1nc2ccsc2c(=O)n1Cc1ccccc1 (stereo not drawn)	-1.2
23	-0.14	O=C(NC1CCCC1)C(c1ccsc1)N(C(=O)Cc1cccs1)c1ccc(F)cc1 (stereo not drawn)	-0.84
-13	.	Cc1c(NS(=O)(=O)c2ccc(Cl)c(C(=O)OC(C)C(=O)N3CCOCC3)c2)c(=O)n(-c2ccccc2)n1C (stereo not drawn)	.
29	-1.1	CCOC(=O)c1oc2ccccc2c1NC(=O)Cc1cccs1	-1.4

A draw from above in order of heavy-atom count, low to high:
INS promoter inh	sdo1 growth Rescue 24 h	Molecule	sdo1 growth
-51	-0.65	OCCNc1nc2ccccc2[nH]1	0
53	0.94	CCOC(=O)c1[nH]c(=O)[nH]c1CSc1ccccn1	0.58
-17	-1.3	CC(C)(C)NC(=O)Cn1c(SCC(N)=O)nc2ccccc21	-0.98
29	-1.1	CCOC(=O)c1oc2ccccc2c1NC(=O)Cc1cccs1	-1.4
.	0.61	Cc1cc(C)cc(NC(=O)C2CCCN(S(=O)(=O)c3cnc[nH]3)C2)c1 (stereo not drawn)	1.1
.	-0.13	CCc1cccc(NC(=O)Cn2ncn3c(cc4ccccc43)c2=O)c1	-0.75
.	-0.74	CCOC(=O)N1CCC(NC(=O)CS(=O)(=O)Cc2nc(-c3ccccc3C)oc2C)CC1	0.32

Full records, quoted from the list. Values in the order: INS promoter inh, sdo1 growth Rescue 24 h, sdo1 growth
Shown for Cc1ccc(CSc2sc(C(=O)c3ccccc3)c(N)c2C#N)cc1 : 50, 0.75, -0.37
Shown for COc1ccc(OC)c(Nc2ncnc3ccccc23)c1 : -36, 0.45, 0.76
Shown for Cc1c(NS(=O)(=O)c2ccc(Cl)c(C(=O)OC(C)C(=O)N3CCOCC3)c2)c(=O)n(-c2ccccc2)n1C (stereo not drawn) : -13, ., .
Shown for Cc1nc2ccccc2c(=O)n1CCCO : ., 0.01, 1.3
Shown for CCC1CCCCN1C(=O)CSc1nc2ccsc2c(=O)n1Cc1ccccc1 (stereo not drawn) : -13, -0.73, -1.2

(more compounds)
INS promoter inh	sdo1 growth Rescue 24 h	Molecule	sdo1 growth
-14	-0.56	c1ccc(-c2noc(CN3CCN(C(c4ccccc4)c4ccccc4)CC3)n2)cc1	-1.3
17	0.18	O=C(c1ccc2c(c1)N(Cc1ccc(F)cc1)C(=O)CS2)N1CCOCC1	0.48
4	-0.6	Cc1c(Cc2ccccc2)sc(/N=C/c2ccc3ccccc3c2)c1C(N)=O	-0.92
21	1.5	CCCCOC(=O)/C=C/c1c(C)[nH]c(=O)[nH]c1=O	2
22	.	c1ccc2c(c1)nnn2-c1ncnc2sccc12	.
30	0.16	Cc1cc(/C=C(\C#N)C(=O)OCC(=O)Nc2ccc(OC(F)F)cc2)c(C)n1CC(C)C	-0.13
11	-0.24	Cc1cc(S(=O)(=O)N(Cc2ccccc2)Cc2ccc(N(C)C)cc2)ccc1-n1cnnn1	-0.47
8	0.95	COc1ccc(N=Cc2c(O)[nH]c3ccccc23)cc1OC	0.65
.	-1	COC(=O)c1sc2nc(C)cc(-c3ccccc3)c2c1N	-0.8
-23	-0.71	c1ccc(-c2csc(N3CCc4ccccc4C3)n2)cc1	-0.47
69	-0.23	O=C(Oc1ccccc1C(=S)N1CCCCC1)c1cc([N+](=O)[O-])cc([N+](=O)[O-])c1	-0.35
31	-0.04	COC(=O)c1ccccc1NC(=S)NC(=O)C1CCCCC1	-0.03
10	-0.26	COc1ccc(-n2c3c(cc(C(=O)N4CCCCC4)c2=O)C(=O)CC(C)(C)C3)cc1	0.22
29	1.1	CCOC(=O)/C=C/C(=O)OCC(=O)NCc1ccccc1	1.2
-28	.	NS(=O)(=O)c1ccc(NC(=O)CSc2nc3ccccc3[nH]2)cc1	.
28	.	CCOc1cccc(/C=N/NC(=S)Nc2ccccc2[N+](=O)[O-])c1O	.
-28	6.2*	Cc1nn(CC(O)CN2c3ccccc3Sc3ccccc32)c(C)c1Br (stereo not drawn)	4.5*
.	-1.5	COc1ccc(N(CC(=O)NC(C)(C)C)C(=O)c2ccco2)cc1	0.02
-16	-0.31	COc1ccccc1C(=O)N/C(=C/c1ccccc1)C(=O)NC(CCSC)C(=O)O (stereo not drawn)	0.78
-67	.	C/C(CC(=O)Nc1ccc(C)c(Cl)c1)=N\NC(=O)c1ccncc1	.
-212	0.27	CCC(CCC(=O)Nc1cccc(C(=O)O)c1)C(=O)O (stereo not drawn)	0.73
14	-0.25	O=C(C[n+]1cc(-c2ccc(F)cc2)n2c1CCC2)Nc1nc(-c2ccc(F)cc2)cs1	0.37
-13	1	Cc1ccc(OCC(=O)NNC(=O)c2cccnc2)cc1	0.94
14	0.62	O=C(NCc1ccco1)c1cc(-c2ccncc2)nc2ccccc12	0.12
16	3.1	Cc1cccc(N=C2NC(=O)CS2)c1C	2.6
33	.	CC(=O)Nc1ccc(/C(C)=N/Nc2nc(N3CCOCC3)nc(N3CCOCC3)n2)cc1	.
10	-0.3	O=C(NC1CCCCC1)C(c1ccccc1)N(Cc1ccc2c(c1)OCO2)C(=O)c1cnsn1 (stereo not drawn)	-0.63
-20	0.45	Cc1ccc(NC(=O)C(C)[n+]2ccccc2)cc1[N+](=O)[O-] (stereo not drawn)	0.42
-193	-1.2	O=C1C=C(c2cccs2)C[C@H](c2ccccc2)[C@H]1n1nnc([N+](=O)[O-])n1	-2
62	0.32	Cc1ccccc1NC(=O)N1CCCC1C(=O)NCc1cccs1 (stereo not drawn)	0.8
31	1.1	CN1CCN(C(=O)c2ccc(N(Cc3ccccc3Cl)S(C)(=O)=O)cc2)CC1	0.92
5	.	CS(=O)(=O)c1cnc(-c2cccnc2)nc1N	.
42	-0.09	CN(C)CCSc1nc(-c2ccccc2)nc2c1CCC2	0.2
21	-1.4	CCOC(=O)c1nnc(-c2ccc(C)cc2)nc1Oc1ccc(Cl)cc1Cl	-1.7
.	-0.81	CCN(CC)S(=O)(=O)c1ccc(N=NC2=C(O)CCCC2=O)cc1	-0.16
7	-0.28	CNS(=O)(=O)c1cccc(C(=O)Nc2cccc(Cl)c2)c1	-0.06
.	0.06	CCn1cc(SCC(=O)Nc2cc(C)on2)c2ccccc21	0.1
89*	0.16	Nc1nc(CN2CCCCCC2)nc(Nc2ccccc2)n1	0.51
13	-0.83	COc1ccc(/C=N/OCC(=O)Nc2nc3ccccc3s2)cc1	-0.97

Marked active in INS promoter inh, of those listed so far:
INS promoter inh	sdo1 growth Rescue 24 h	Molecule	sdo1 growth
89*	0.16	Nc1nc(CN2CCCCCC2)nc(Nc2ccccc2)n1	0.51
